Source: PubChem
CHRM5 antagonist – CHRM5 antagonism in calcium assay | inhibition, % at 3 µM | CHO-hM5 cells, Fluo-8 calcium fluorescence, ACh EC80 | P08912 | 360,000 compounds, 0.59% hits;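 active = inhibition above a per-plate cutoff, the mean of that plate's test compounds plus 3 SD, cut at about 27% in these data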;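 note: 0% = acetylcholine EC80 with DMSO and 100% = DMSO without agonist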
Target sequence (P08912 whole entry, looked up): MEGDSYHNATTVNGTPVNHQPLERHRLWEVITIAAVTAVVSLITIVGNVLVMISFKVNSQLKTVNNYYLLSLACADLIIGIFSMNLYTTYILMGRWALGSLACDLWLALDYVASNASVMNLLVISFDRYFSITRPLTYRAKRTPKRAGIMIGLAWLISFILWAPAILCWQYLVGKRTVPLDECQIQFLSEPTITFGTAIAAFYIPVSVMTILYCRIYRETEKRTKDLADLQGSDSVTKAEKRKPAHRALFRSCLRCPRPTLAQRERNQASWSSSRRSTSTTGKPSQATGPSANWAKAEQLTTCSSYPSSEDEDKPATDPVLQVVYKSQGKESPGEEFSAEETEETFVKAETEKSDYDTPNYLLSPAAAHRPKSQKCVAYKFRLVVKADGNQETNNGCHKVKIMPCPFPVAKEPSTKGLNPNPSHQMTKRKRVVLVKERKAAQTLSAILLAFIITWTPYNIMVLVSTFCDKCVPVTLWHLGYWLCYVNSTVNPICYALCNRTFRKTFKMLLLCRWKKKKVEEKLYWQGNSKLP
CHRM5 agonist – CHRM5 agonism in calcium assay; AID 624037; 360,000 compounds, 0.19% hits; P08912; CHO-K1 hM5 cells, Fluo-8 calcium fluorescence; 0% DMSO wells, 100% maximal acetylcholine response; activation, % at 3 µM;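 active = activation above the run's mean over test compounds plus 3 SD, cut at about 23% in these data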;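 note: signal is peak over basal fluorescence ratio across the kinetic read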
M4 ag – CHRM4 agonism in calcium assay; 360,000 compounds, 0.14% hits; activation, % at 3 µM; CHO-K1 hM4/Gqi5, Fluo-8 calcium fluorescence; vehicle 0%, full acetylcholine response 100%;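 active = activation above the run mean over all test wells plus 3 SD, cut at about 32% in these data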;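 note: peak over basal fluorescence ratio per well then scaled between controls; 0% = DMSO wells and 100% = acetylcholine at EC100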
CHRM5 PAM – potentiates acetylcholine response at human M5 receptor; P08912; CHO-K1 hM5, Fluo-8 calcium, ACh EC20 PAM; 0% = ACh EC20, 100% = ACh EC100; activation, % at 3 µM; 360,000 compounds, 0.3% hits;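 active = activation above the run cutoff, the mean activation of all test compounds plus 3 SD, cut at about 18% in these data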
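Probe or stimulus: acetylcholine, EC20 level; Assay system: human M5 receptor in CHO-K1 cells; Schedule: compound preincubation 140 s before EC20 acetylcholine addition; Technique: intracellular calcium via Fluo-8 fluorescence; Dosing: single-point, 3 µM nominal; Read-out basis: percent activation from peak-over-basal fluorescence ratio, scaled EC20-to-EC100 acetylcholine; Repeats: one well per compound, no replicates.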
CHRM1 PAM – human CHRM1 positive allosteric modulation; CHO-K1 hM1, Fluo-8 calcium fluorescence, ACh EC20; 0% = ACh EC20, 100% = maximal ACh; 360,000 compounds, 0.088% hits; AID 588819; P11229; activation, % at 3 µM; in the data active = activation above about 19%, passing the limit was not always enough
TAAR1 agonist – human TAAR1 agonism. CHO RD-HGA16 TAAR1, Fluo-8 calcium fluorescence; vehicle wells 0%, saturating PEA agonist 100%. activation, % at 3 µM. 360,000 compounds, 0.99% hits;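 active = activation above the mean activation of all test compounds in the run plus 3 SD, cut at about 38% in these data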
Target sequence (Q96RJ0 whole entry, looked up): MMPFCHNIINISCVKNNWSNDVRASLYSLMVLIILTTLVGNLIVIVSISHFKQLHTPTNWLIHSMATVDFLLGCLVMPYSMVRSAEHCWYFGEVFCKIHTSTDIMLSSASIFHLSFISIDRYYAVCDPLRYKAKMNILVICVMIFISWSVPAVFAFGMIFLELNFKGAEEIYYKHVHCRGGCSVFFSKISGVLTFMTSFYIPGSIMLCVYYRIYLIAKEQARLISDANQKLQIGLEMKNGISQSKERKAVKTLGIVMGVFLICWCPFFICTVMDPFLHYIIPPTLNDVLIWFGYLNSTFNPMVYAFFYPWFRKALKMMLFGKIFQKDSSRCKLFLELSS
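test system = CHO RD-HGA16 cells carrying human TAAR1 plus Gα16 | schedule = 17-24 h seeding, 75 min 37 °C dye, 30 min RT | compound dosing = 3 µM single concentration | control set = DMSO and PEA EC100 | replicates = n 1 | signal = Fluo-8 fluorescence, 5 s baseline then 140 s kinetic read | measure = percent activation vs PEA EC100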
CHRM4 antagonist – antagonists of human muscarinic M4 receptor (CHRM4). CHO-hM4 cells, ACh EC80, Fluo-8 calcium fluorescence. 360,000 compounds, 0.73% hits. inhibition, % at 3 µM. P08173;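 active = inhibition above its plate's cutoff, the mean inhibition of sample wells plus 3 SD, cut at about 27% in these data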;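 note: 0% = acetylcholine EC80 with DMSO and 100% = DMSO without agonist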
M1 ag – activates human CHRM1 receptor | AID 588814 | 360,000 compounds, 0.33% hits | activation, % at 3 µM | CHO-K1 hM1, Fluo-8 calcium fluorescence, agonist mode; 0% DMSO, 100% acetylcholine EC100 | P11229;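 active = activation above the run's mean compound activation plus 3 SD, cut at about 16% in these data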;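 note: peak over basal fluorescence ratio within a 140 s kinetic read after compound addition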
CHRM1 antagonist – antagonists of human M1 muscarinic receptor. P11229. CHO-K1 hM1, Fluo-8 calcium fluorescence, ACh EC80 antagonist. inhibition, % at 3 µM. 360,000 compounds, 1.3% hits;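 active = percent inhibition above its own plate's cutoff, namely the mean of that plate's compound wells plus 3 SD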;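 note: peak over basal fluorescence ratio during 140 s after agonist addition; 0% = ACh EC80 plus DMSO and 100% = DMSO alone without agonist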
Active calls of the source: *; . = not tested or not shown. Some of the compounds tested, so the mix of outcomes need not match the whole.

#	molecule	CHRM5 antagonist	CHRM5 agonist	M4 ag	CHRM5 PAM	CHRM1 PAM
1	O=S(=O)(c1cccc(F)c1)N1CCN(C(=S)NCC2CCCO2)CC1 (stereo unspecified)	-2	-1	3	4	11
2	CC1CC1C(=O)OCC(=O)N(C)CC(=O)Nc1ccc(F)cc1 (stereo unspecified)	-14	8	0	7	10
3	CC(C)Oc1cc(N)c(Cl)cc1Cl	9	-5	1	-6	-3
4	Cc1nonc1-c1csc(N)n1	-1	11	1	1	10
5	C=CCn1c(C)cc(C(=O)Cn2c(C(C)O)nc3ccccc32)c1C (stereo unspecified)	9	6	4	8	6
6	CSc1ccc(Cl)c(C(=O)NCCOc2cc(C(C)C)ccc2C)c1	10	-4	0	-7	-7
7	CN(C)C(=S)SCC(=O)Nc1ccc(Cl)cc1Cl	3	-6	0	0	-1
8	COc1ccc2[nH]c(=O)c(CN(C(=O)NC3CCCCC3)C3CCCC3)cc2c1	-2	1	-1	-1	5
9	COC(=O)C1=NN(C(C)=O)C2(CC(=O)N(c3cccc(C)c3)C2=O)C1 (stereo unspecified)	3	0	0	2	0
10	COc1ccc(-n2nnnc2-c2cccnc2)cc1	1	-1	1	-5	6
11	Cc1cc(C(=O)N/N=C/c2cc(Br)ccc2OC(=O)c2ccccc2)n[nH]1	14	5	13	-16	-4
12	CCCCCCCC(=O)Nc1cc(C(=O)NCCC)ccc1N1CCC2(CC1)CC(c1cccc(Br)c1)=NO2	5	2	1	0	5
13	CCOc1ccc(CSC2=NCCN2)cc1[N+](=O)[O-]	1	-10	1	-4	-6
14	CCc1nc(CN2CCN(Cc3ccc(F)c(F)c3)C(CCO)C2)c(C)[nH]1 (stereo unspecified)	-6	-2	0	2	0
15	COc1cccc2c1OC1(C)CC2NC(=O)N1c1cccc(C(=O)N2CCN(c3ccccn3)CC2)c1 (stereo unspecified)	-1	0	1	3	10

#	TAAR1 agonist	CHRM4 antagonist	M1 ag	CHRM1 antagonist
1	1	-8	-2	-14
2	0	-5	-1	-5
3	3	-2	-9	0
4	1	-8	-5	-4
5	2	0	0	4
6	5	13	-12	10
7	6	10	-8	3
8	15	-16	-6	-4
9	0	7	-4	2
10	5	-2	-3	-6
11	13	14	0	15
12	1	3	-5	-9
13	2	2	-10	8
14	0	5	-7	4
15	3	-9	-3	-25

The final 5 records of the section above come first, to join the parts:
#	molecule	CHRM5 antagonist	CHRM5 agonist	M4 ag	CHRM5 PAM	CHRM1 PAM
11	Cc1cc(C(=O)N/N=C/c2cc(Br)ccc2OC(=O)c2ccccc2)n[nH]1	14	5	13	-16	-4
12	CCCCCCCC(=O)Nc1cc(C(=O)NCCC)ccc1N1CCC2(CC1)CC(c1cccc(Br)c1)=NO2	5	2	1	0	5
13	CCOc1ccc(CSC2=NCCN2)cc1[N+](=O)[O-]	1	-10	1	-4	-6
14	CCc1nc(CN2CCN(Cc3ccc(F)c(F)c3)C(CCO)C2)c(C)[nH]1 (stereo unspecified)	-6	-2	0	2	0
15	COc1cccc2c1OC1(C)CC2NC(=O)N1c1cccc(C(=O)N2CCN(c3ccccn3)CC2)c1 (stereo unspecified)	-1	0	1	3	10
16	COc1ccccc1C1CC(c2ccc(Cl)cc2)Nc2nc(N)nn21 (stereo unspecified)	0	2	5	-1	6
17	Cc1ccn2cc(-c3cccc(S(=O)(=O)N4CCCCC4)c3)nc2c1	7	-6	2	0	5
18	COc1ccc(C(=O)N/C(=C/c2cccs2)C(=O)N2CCN(C)CC2)cc1	-9	1	3	2	5
19	COc1ccc(CCNC(=O)C2CCC(C(C)(C)C)CC2)cc1OC (stereo unspecified)	6	-2	5	2	2
20	O=C(O)C1C2C=CC(C2)C1C(=O)Nc1cccc(F)c1 (stereo unspecified)	4	-1	0	-1	5
21	COc1ccc(CC(=O)c2ccc(OC)c(OC)c2)cc1	-8	0	1	0	1
22	O=C1C=CC(=O)N1c1ccc(N2CCCCC2)cc1	3	0	2	-4	5
23	COC(=O)C1=CN(C)C=C(C(=O)OC)C1c1ccsc1	-6	-1	1	1	4
24	OC(CN1CCc2ccccc2C1)c1ccccc1 (stereo unspecified)	10	-10	0	-5	2
25	COc1ccc(NC(=S)Nc2cccc(C(F)(F)F)c2)c(C)c1	4	-4	1	-1	2
26	COc1cccc(NC(=O)c2ccc(CN3CCc4ccccc4C3)cc2)c1	0	-1	2	-5	-4
27	Cc1ccc(CN2CCN(CC(=O)NC(C)CCc3ccccc3)C2=O)cc1 (stereo unspecified)	-3	-2	1	-5	0
28	C=CCNc1c2c(nc3ncnn13)CC(C)CC2 (stereo unspecified)	5	-4	0	15	6
29	COc1ccc(Br)cc1S(=O)(=O)NNC(=O)c1c(C)nc2ccccn12	-3	-2	8	9	5
30	COc1ccc(OC)c(C2C3CN(C(C)C)CC=C3C(C#N)=C(N)C2(C#N)C#N)c1 (stereo unspecified)	-1	-10	2	-3	6

#	TAAR1 agonist	CHRM4 antagonist	M1 ag	CHRM1 antagonist
11	13	14	0	15
12	1	3	-5	-9
13	2	2	-10	8
14	0	5	-7	4
15	3	-9	-3	-25
16	22	3	-1	-5
17	-2	-1	-5	-14
18	1	-12	-5	-12
19	1	1	-2	3
20	4	3	-3	-8
21	2	6	-7	-2
22	2	8	-7	-3
23	9	-1	-3	-7
24	13	6	-6	-8
25	8	-6	-5	0
26	-1	9	-9	-1
27	-3	-10	-6	1
28	4	3	-5	1
29	9	-9	-12	2
30	7	1	-1	-8

(continued)
#	molecule	CHRM5 antagonist	CHRM5 agonist	M4 ag	CHRM5 PAM	CHRM1 PAM
31	Cc1cc(C(=O)N2CCN(C(=O)c3ccco3)CC2)ccc1[N+](=O)[O-]	8	-1	1	4	7
32	Cc1cccc(C(=O)Nc2ccccc2C(=O)OCc2c(C)noc2C)c1	1	4	1	-2	-7
33	O=C(Cc1ccccc1F)NC1CCCN(Cc2ccc(Cl)cc2)C1 (stereo unspecified)	3	-4	-1	2	1
34	COc1ccc(OC)c(CNC(=O)CCSCc2ccc(F)cc2Cl)c1	3	0	1	-4	2
35	Cc1ccc2c(c1)c1c(n2C)C(=O)CCC1	-7	-10	-1	-8	7
36	CN(Cc1cn(-c2ccccc2)nc1-c1cc2ccccc2o1)C(=O)CCC(=O)O	5	1	5	9	9
37	CCCNC(=O)c1cc(S(=O)(=O)N2CCCCC2)ccc1N1CCOCC1	9	1	1	0	8
38	COc1cc(C(=O)OCC(=O)Nc2ccc(SC(F)F)cc2)cc(OC)c1OC	-8	2	7	-4	7
39	CCn1c(=O)c2sccc2n(Cc2ccccc2)c1=O	-2	0	0	3	8
40	N/C(=N\S(=O)(=O)c1ccccc1)c1ccc([N+](=O)[O-])cc1	-2	3	2	1	-2
41	O=C(CN1CCSc2ccccc21)NCCCc1ccccc1	1	3	1	-5	2
42	Cc1ccc(S(=O)(=O)N2CCC(C(=O)NCCCOC(C)C)CC2)cc1	11	-2	0	-6	5
43	COc1ccc(NC(=O)c2cccc3c(-c4ccc(O)c(OC)c4)coc23)cc1	0	0	4	-4	-3
44	COc1cc(C)c(NC(=O)C(=S)NCCc2ccccc2)cc1C	-3	1	0	0	4
45	CC(C)c1cc(-c2cc(-c3ccccc3)on2)nc(NC2CCCC2)n1	-2	5	-1	0	-7

#	TAAR1 agonist	CHRM4 antagonist	M1 ag	CHRM1 antagonist
31	5	-8	-6	-9
32	12	12	-7	3
33	-1	-7	-10	9
34	2	-10	-3	-6
35	19	5	-4	-7
36	2	-3	-7	1
37	0	-2	-2	-3
38	4	-1	-1	-8
39	.	6	2	-10
40	1	9	-1	3
41	6	-16	-5	-1
42	2	2	-6	2
43	2	-2	-2	-4
44	66*	3	-2	-8
45	5	6	-3	4

Part of the list above, with one line to a screen.
#31 Cc1cc(C(=O)N2CCN(C(=O)c3ccco3)CC2)ccc1[N+](=O)[O-]
#32 Cc1cccc(C(=O)Nc2ccccc2C(=O)OCc2c(C)noc2C)c1
Screen / compound no.	31	32
CHRM5 antagonist	8	1
CHRM5 agonist	-1	4
M4 ag	1	1
CHRM5 PAM	4	-2
CHRM1 PAM	7	-7
TAAR1 agonist	5	12
CHRM4 antagonist	-8	12
M1 ag	-6	-7
CHRM1 antagonist	-9	3

(further entries)
#	molecule	CHRM5 antagonist	CHRM5 agonist	M4 ag	CHRM5 PAM	CHRM1 PAM
46	O=C(Cc1cccc2ccccc12)Nc1nc(-c2cccc([N+](=O)[O-])c2)cs1	-6	1	0	-2	-1
47	O=C(c1ccc([N+](=O)[O-])s1)N1CCN(c2ccccc2)CC1	-5	-5	3	-7	-1
48	O=C(OCC(=O)N1CCC(Cc2ccccc2)CC1)c1cccnc1Cl	8	-3	6	0	10
49	COc1ccc(OC)c(NC(=O)C2(C)CCN2Cc2ccccc2OC(F)F)c1 (stereo unspecified)	2	-1	-1	-11	-6
50	CCN(CC)C(=O)N1CCc2ccccc21	6	-2	0	-6	8
51	Cc1ccc(S(=O)(=O)Nc2nc3ccc(S(C)(=O)=O)cc3s2)cc1	-7	1	1	0	10
52	Cc1sc2ncn(CC(=O)NCC(=O)N3CCN(c4ccc(F)cc4)CC3)c(=O)c2c1C	5	-3	1	5	13
53	O=C1CC(c2cccc(O)c2)Oc2ccccc21 (stereo unspecified)	9	-1	4	-12	11
54	CCC(Sc1ncnc2c1c(-c1ccccc1)cn2-c1ccc(OC)cc1)C(=O)OC (stereo unspecified)	6	-2	0	-5	1
55	Nc1c(C(=O)Nc2ccc(Br)cc2)sc2nc(-c3ccco3)ccc12	14	1	4	-4	1
56	c1ccc(OCCNc2ccn3nc(-c4ccccc4)cc3n2)cc1	-5	1	8	-1	6
57	CCOc1ccc(C(=O)Nc2ccc(-c3cc4ccccc4oc3=O)c(C)c2)cc1[N+](=O)[O-]	-3	-1	2	3	2
58	CC(C)N1C(=O)C2C(C(=O)NC3CCCCC3)C3C=CC2(O3)C1C(=O)NC1CCCCC1 (stereo unspecified)	-7	-2	0	4	2
59	CN(C)CCCCCCCCCCC(=O)/C=N/O	0	1	0	-2	-8

#	TAAR1 agonist	CHRM4 antagonist	M1 ag	CHRM1 antagonist
46	5	-2	-7	2
47	3	-15	-9	-3
48	4	-5	2	-17
49	13	3	-2	5
50	6	-3	-6	-5
51	2	-1	3	-30
52	-3	1	0	-8
53	3	4	6	-3
54	2	4	-6	-13
55	7	-7	3	-1
56	3	-3	1	-5
57	0	-10	-6	-2
58	4	6	-4	10
59	5	-2	15	8

Pulled one by one from the entries so far (two):
#	molecule	CHRM5 antagonist	CHRM5 agonist	M4 ag	CHRM5 PAM	CHRM1 PAM
53	O=C1CC(c2cccc(O)c2)Oc2ccccc21 (stereo unspecified)	9	-1	4	-12	11
55	Nc1c(C(=O)Nc2ccc(Br)cc2)sc2nc(-c3ccco3)ccc12	14	1	4	-4	1

#	TAAR1 agonist	CHRM4 antagonist	M1 ag	CHRM1 antagonist
53	3	4	6	-3
55	7	-7	3	-1
